Screening results: PubChem BioAssay, several laboratories
PPARg SRC2 recr – agonists of PPARg-SRC-2 recruitment, primary screen, biochemical, HTS. PPARgamma LBD-SRC-2 recruitment. activation, % at 8 µM. 200,000 tested, 0.34% active. AID 1032, 2008; in the data active means activation above about 22%;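 further: 0% = vehicle and 100% = reference agonist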
Target sequence (P37231 whole entry, looked up, the tested form may be a part): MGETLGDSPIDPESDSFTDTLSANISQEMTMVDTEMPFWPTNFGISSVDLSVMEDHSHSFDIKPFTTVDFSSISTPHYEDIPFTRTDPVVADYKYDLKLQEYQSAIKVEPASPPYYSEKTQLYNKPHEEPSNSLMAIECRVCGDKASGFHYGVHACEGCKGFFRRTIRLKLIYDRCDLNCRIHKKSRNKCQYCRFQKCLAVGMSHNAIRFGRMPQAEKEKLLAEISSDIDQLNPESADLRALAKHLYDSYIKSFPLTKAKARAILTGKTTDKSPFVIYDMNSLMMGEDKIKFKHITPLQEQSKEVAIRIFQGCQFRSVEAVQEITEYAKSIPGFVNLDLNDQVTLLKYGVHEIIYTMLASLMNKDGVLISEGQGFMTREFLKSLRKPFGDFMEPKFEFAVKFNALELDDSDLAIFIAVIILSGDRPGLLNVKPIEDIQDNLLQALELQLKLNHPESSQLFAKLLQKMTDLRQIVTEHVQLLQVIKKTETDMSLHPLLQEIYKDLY
TNAP inh hiacc – human TNAP enzyme inhibitors, primary screen, biochemical, luminescent, high phosphate acceptor level, uHTS; 200,000 tested, 0.03% active; AID 1135, 2008; Alkaline phosphatase, tissue-nonspecific isozyme (Homo sapiens), P05186; purified TNAP, CDP-star luminescence, 1 M DEA; inhibition, % at 20 µM;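 active means over 50% inhibition of tissue-nonspecific alkaline phosphatase at 20 µM in the single-dose screen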;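 further: plate controls were DMSO wells for no effect and EDTA-quenched wells as full inhibition for full effect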
Target sequence (P05186 whole entry, looked up): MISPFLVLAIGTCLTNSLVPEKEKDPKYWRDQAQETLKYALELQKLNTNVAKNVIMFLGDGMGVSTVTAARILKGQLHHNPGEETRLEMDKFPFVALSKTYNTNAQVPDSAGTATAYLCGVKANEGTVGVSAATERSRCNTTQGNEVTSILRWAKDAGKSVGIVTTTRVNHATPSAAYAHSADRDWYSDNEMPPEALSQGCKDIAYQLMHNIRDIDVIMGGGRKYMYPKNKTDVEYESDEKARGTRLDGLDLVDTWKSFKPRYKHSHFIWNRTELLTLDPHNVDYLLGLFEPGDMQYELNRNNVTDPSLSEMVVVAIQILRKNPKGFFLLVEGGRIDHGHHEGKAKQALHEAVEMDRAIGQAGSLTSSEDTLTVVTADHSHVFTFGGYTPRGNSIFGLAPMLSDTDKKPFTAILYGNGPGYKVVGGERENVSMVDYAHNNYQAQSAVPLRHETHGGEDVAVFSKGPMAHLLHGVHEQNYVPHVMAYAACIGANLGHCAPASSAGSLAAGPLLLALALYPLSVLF
SRC2 TRFRET art – TR-FRET signal artefacts, primary screen, artefact control for PPARgamma SRC-2 agonist project, biochemical. TR-FRET ratio at 8 µM. 200,000 tested, 0.4% active. TR-FRET artefact counter-screen; stronger effect = higher value. AID 1049, 2008; in the data active means TR-FRET ratio above about 2000; further: inactives centre near 1500
TNAP act hiacc – TNAP activators at high phosphate acceptor level, primary screen, biochemical, luminescence, uHTS; 200,000 tested, under 10 active; Alkaline phosphatase, tissue-nonspecific isozyme (Homo sapiens), P05186; activation factor at 20 µM; AID 1136, 2008; purified TNAP, CDP-star luminescence, 1 M DEA, 30 min; stronger effect = higher value; 0 = EDTA background, 1 = DMSO-only activity;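 active means activation factor at least 2 at 20 µM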
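Test system – human TNAP · Doses – 20 µM single point · Incubation – 30 min, room temperature · Signal – luminescent substrate turnover signal · Read-out basis – activation factor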
bIAP inhibitor – bovine intestinal alkaline phosphatase inhibitors, primary screen, selectivity assay for TNAP inhibitor project, biochemical, bovine IAP, CDP-star luminescence. alkaline phosphatase, intestinal [Bos taurus]. purified bovine IAP, 30 min. inhibition, % at 20 µM. 190,000 tested, under 10 active. AID 1019, 2008;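 active means over 50% inhibition of intestinal alkaline phosphatase at 20 µM in the single-dose screen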
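System: purified bovine intestinal alkaline phosphatase (IAP) enzyme; Input: IAP diluted 1/65,000,000 in the well; Measured by: CDP-star luminescence signal; Compound dosing: 20 µM single dose; Incubation: 30 min reaction at room temperature.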
bIAP act – bovine intestinal alkaline phosphatase activators, primary screen, biochemical, bovine IAP, CDP-star luminescence; alkaline phosphatase, intestinal [Bos taurus]; purified bovine IAP, 30 min; stronger effect = higher value; fold of DMSO-control signal, blank-subtracted; activation factor at 20 µM; 200,000 tested, 0.17% active; AID 1016, 2008;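 active means activation factor of 2 or more at 20 µM, a signal rise over negative controls twice the positive control's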
PPARg SRC-1 ag – PPARgamma agonists recruiting SRC-1 coactivator, primary screen, biochemical. activation, % at 8 µM. 200,000 tested, 0.41% active. AID 631, 2007. Peroxisome proliferator-activated receptor gamma (Homo sapiens), P37231. PPARgamma-SRC-1 coactivator recruitment biochemical assay; in the data active means activation above about 19%;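 further: 0% = DMSO and 100% = reference agonist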
Efa HMGR inh – inhibitors of E. faecalis class II HMGR, primary screen, biochemical, Enterococcus faecalis; HMG-CoA reductase (Enterococcus faecalis, mvaE); purified E. faecalis HMGR, NADPH absorbance 340 nm kinetic; inhibition, % at 10 µM; 190,000 tested, 0.41% active; AID 1066, 2008;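 active means inhibition above a set limit, the median over all tested compounds plus 3 SD, cut at about 9.5% in these data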;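 further: enzyme runs in reverse so mevalonate oxidation gives rising NADPH absorbance; 0% = complete reaction with DMSO and 100% = background rate lacking mevalonate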
PPARg SRC-3 ag – PPARgamma agonists recruiting SRC-3 coactivator, primary screen, biochemical. Peroxisome proliferator-activated receptor gamma (Homo sapiens), P37231. biochemical PPARgamma/SRC-3 coactivator recruitment assay. 200,000 tested, 0.26% active. activation, % at 8 µM; in the data active means activation above about 23%;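 further: 0% = DMSO and 100% = reference agonist; some compounds past the cut are filed as inactive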
TNAP inh noacc – human TNAP enzyme inhibitors, primary screen, biochemical, luminescent, no phosphate acceptor, uHTS; purified TNAP, CDP-star luminescence, 30 min; inhibition, % at 20 µM; 200,000 tested, 0.26% active;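 active means tissue-nonspecific alkaline phosphatase inhibition above about 50% at 20 µM in the single-dose screen, limit read from the data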;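 further: 0% = DMSO negative control and 100% = EDTA positive control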
Numbers without * were called inactive; / = not tested or not shown. An unsorted share of the library, and some 1.6% of all compounds hit somewhere here.

SMILES	PPARg SRC2 recr	TNAP inh hiacc	SRC2 TRFRET art	TNAP act hiacc	bIAP inhibitor	bIAP act	PPARg SRC-1 ag	Efa HMGR inh	PPARg SRC-3 ag	TNAP inh noacc
COc1cc(S(=O)(=O)N2CCOCC2)ccc1NC(=O)CSc1n[nH]c(=O)[nH]c1=O	5.6	-5.3	1744	1.1	-1.8	1	10.2	-1.6	0.5	-4.3
CC(C)CCNC(=O)NC(=O)CSc1nnc(-c2ccccc2Br)o1	8.7	-10.1	1531	1.1	19.8	0.8	2.8	-4.6	0.0	-7.7
CCn1c(SCC(=O)NC2CCCCC2)nnc1-c1cc2cccc(OC)c2o1	2.1	2.4	1497	1	3.0	1	-5.4	2.6	-0.2	-1.0
O=C(Cc1ccccc1)NNC1CC(=O)N(c2ccccc2)C1=O (stereo not drawn)	12.5	-3.7	1507	1	23.3	0.8	0.9	-1.6	8.6	-10.8
N#C/C(=C\c1ccc(Sc2ccccc2)o1)c1nc2ccccc2[nH]1	10.1	1.5	1622	1	3.5	1	-1.2	-0.6	5.4	0.6
Nc1nc(F)cc(N2CCCCCC2)n1	14.7	-2.2	1695	1	11.2	0.9	4.2	2.3	0.6	-12.3
O=C(NCc1ccc(F)cc1)C1CC(=O)N(CCc2ccccc2)C1 (stereo not drawn)	-1.1	-0.1	1576	1	-8.4	1.1	0.5	-4.5	9.2	-8.7
Cc1ccc(-c2nnc(SCC(=O)NNC(=O)COc3cccc4ccccc34)n2C)cc1	5.7	-0.5	1567	1	3.4	1	0.7	-9.8	4.2	-95.4
O=C(CSc1nc(N2CCCCC2)nc(N2CCCCC2)n1)N1CCc2ccccc21	3.3	-0.3	1531	1	-4.2	1	9.5	-2.6	-2.0	-4.7
Cc1ccc(NC(=O)COc2ccccc2C(=O)NCCN(C)C)cc1	7.8	-0.5	1622	1	6.9	0.9	9.9	1.1	0.3	-4.5
C=CCNC(=O)C1CCN(c2cc(C)nc(-c3ccccc3)n2)CC1	3.8	-2.7	1634	1	-4.6	1	3.0	-0.7	2.6	-8.6
O=C1N(CCCN2C(=O)C3(OCCO3)c3ccccc32)c2ccccc2C12OCCO2	-7.5	-3.0	1538	1	-3.7	1	0.2	-1.2	-10.2	-3.9
O=C(NCc1ccccn1)c1cc(-n2cnnc2)ccc1Cl	3.6	0.4	1565	1	12.4	0.9	-0.1	-1.2	1.6	-4.6
Cc1ccc(Oc2cc(NC(=O)CCCn3nc([N+](=O)[O-])c(Cl)c3C)cc([N+](=O)[O-])c2)cc1	2.8	-1.5	1566	1	10.3	0.9	3.2	-4.9	2.4	-6.6
C=CCNc1nc2c(c(=O)n(C)c(=O)n2C)n1CCCCCC	8.1	2.7	1563	1	-4.6	1	-4.7	0.7	-2.7	-6.4
O=C(COc1ccccc1)Nc1nnc(-c2ccc3c(c2)CCCC3)o1	-2.4	-4.8	1405	1	27.0	0.7	-0.6	-6.2	7.4	-12.7
O=C(NC1CCCCC1)C(c1ccccc1F)N(Cc1ccco1)C(=O)Cn1nnc2ccccc21 (stereo not drawn)	3.4	-7.4	1467	1.1	9.5	0.9	0.2	0.7	-0.2	-13.1
Cc1[nH]c2ccc(C(=O)OCCN(C)C)cc2c1C	-2.0	-4.2	1546	1	6.7	0.9	4.4	-4.0	-2.3	-2.9
CC1CCN(c2ccc(C(=O)NCc3ccc4c(c3)OCO4)cc2[N+](=O)[O-])CC1	4.7	3.3	1530	1	14.5	0.9	7.6	0.2	5.1	-7.0
C#CCOCCOCCOCCNc1nc(N2CCN(C(=O)[C@H](CCC(=O)O)n3cc(C(N)Cc4ccc(O)cc4)nn3)CC2)nc(N2CCN(C(=O)[C@H](Cc3cc4ccccc4[nH]3)n3cc(C(N)CC(C)C)nn3)CC2)n1 (stereo partly drawn)	2.9	-9.6	1617	1.1	-31.3	1.3	6.0	1.4	-5.6	-16.0

Random excerpt: four records from the list.
SMILES	PPARg SRC2 recr	TNAP inh hiacc	SRC2 TRFRET art	TNAP act hiacc	bIAP inhibitor	bIAP act	PPARg SRC-1 ag	Efa HMGR inh	PPARg SRC-3 ag	TNAP inh noacc
CCn1c(SCC(=O)NC2CCCCC2)nnc1-c1cc2cccc(OC)c2o1	2.1	2.4	1497	1	3.0	1	-5.4	2.6	-0.2	-1.0
O=C(NCc1ccc(F)cc1)C1CC(=O)N(CCc2ccccc2)C1 (stereo not drawn)	-1.1	-0.1	1576	1	-8.4	1.1	0.5	-4.5	9.2	-8.7
O=C(NCc1ccccn1)c1cc(-n2cnnc2)ccc1Cl	3.6	0.4	1565	1	12.4	0.9	-0.1	-1.2	1.6	-4.6
C#CCOCCOCCOCCNc1nc(N2CCN(C(=O)[C@H](CCC(=O)O)n3cc(C(N)Cc4ccc(O)cc4)nn3)CC2)nc(N2CCN(C(=O)[C@H](Cc3cc4ccccc4[nH]3)n3cc(C(N)CC(C)C)nn3)CC2)n1 (stereo partly drawn)	2.9	-9.6	1617	1.1	-31.3	1.3	6.0	1.4	-5.6	-16.0

Remaining list, next part.
SMILES	PPARg SRC2 recr	TNAP inh hiacc	SRC2 TRFRET art	TNAP act hiacc	bIAP inhibitor	bIAP act	PPARg SRC-1 ag	Efa HMGR inh	PPARg SRC-3 ag	TNAP inh noacc
COC(=O)c1cc2c(-c3ccccc3)cc3ccccn3c-2c1C(=O)OC	11.4	7.5	1581	0.9	29.5	0.7	7.0	0.2	3.0	-0.9
O=C1OCCC1Sc1nc2ccccc2n1-c1ccccc1 (stereo not drawn)	4.9	-2.4	1514	1	3.6	1	0.8	1.1	-2.7	7.9
Cc1cc(C=O)c(C)n1-c1ccc(N2CCOCC2)c([N+](=O)[O-])c1	1.9	5.8	1459	0.9	-0.2	1	-1.9	-9.0	-2.1	3.4
COc1ccc(NC(=O)CSc2nnc(CNc3ccc(F)cc3)o2)c(OC)c1	3.4	-5.7	1610	1.1	0.3	1	5.2	-2.8	12.6	-20.9
N=c1sccn1CC(=O)NCCc1ccc(Cl)cc1	5.6	-3.1	1526	1	-0.3	1	4.9	-8.2	7.6	3.4
c1ccc(Cn2nnc3c(Nc4ccc5c(c4)OCO5)nc(C4CC4)nc32)cc1	-0.2	-5.3	1486	1.1	7.6	0.9	5.6	1.1	3.5	-6.1
COc1ccc(OC(C)C(=O)Nc2cccnc2)cc1 (stereo not drawn)	1.3	-7.2	1212	1.1	6.2	0.9	-1.2	-3.2	-12.5	-9.2
COC(=O)c1cc(COc2ccc3c4c(c(=O)oc3c2)CCCC4)c(C)o1	-0.1	-9.1	1478	1.1	2.9	1	3.3	2.4	-3.4	-4.7
S=c1oc(-c2ccncc2)nn1CCc1ccncc1	-0.7	-6.9	1661	1.1	0.9	1	2.5	-5.9	13.8	-14.5
Cc1ccc(NC(=O)/C=C/c2ccc([N+](=O)[O-])s2)cc1	2.5	2.7	1493	1	-2.8	1	8.4	-3.6	4.0	4.2
COc1ccc(C(=O)OCC(=O)NC(C)(C)C)cc1[N+](=O)[O-]	-0.8	-5.9	1599	1.1	-16.3	1.2	4.0	-0.6	2.7	-8.8
O=C(CN1CCN(c2nc(-c3ccccc3)cs2)CC1)NCc1ccc2c(c1)OCO2	6.0	-3.1	1534	1	-22.3	1.2	2.0	-2.6	6.9	-10.2
CCOc1cc(/C=N/Nc2cccc(C(=O)O)c2)ccc1OC(=O)c1ccccc1	1.8	1.3	1609	1	4.2	1	2.6	1.3	1.9	-3.9
CCOc1ccc(N=CC2=C(O)CC(c3ccco3)CC2=O)cc1 (stereo not drawn)	-9.2	-4.0	1539	1	7.5	0.9	-2.2	-5.3	-2.7	9.7
COc1ccc(-c2nnn(CC(=O)NCCc3c[nH]c4ccccc34)n2)cc1OC	-2.1	-3.8	1500	1	1.7	1	-0.5	0.0	1.4	-13.3
COc1cc(CNCCNC(=O)c2nonc2N)ccc1OCc1ccc(Cl)nc1	5.3	-2.5	1615	1	-13.7	1.1	6.5	-0.2	-0.8	-5.0
Cc1nc([N+](=O)[O-])c(NCCCO)n1Cc1ccccc1	2.1	3.5	1499	1	1.7	1	4.3	-3.7	-5.0	2.3
c1ccc(Cc2nc3ccccc3o2)cc1	9.4	-0.3	1488	1	9.9	0.9	3.8	-3.5	8.2	-2.6
NC(=O)c1ccc(C(F)(F)F)n(Cc2ccccc2Cl)c1=O	9.0	0.0	1592	1	16.6	0.8	5.0	-1.4	-6.4	6.9
O=c1[nH]c2ccc(S(=O)(=O)N3CCN(c4ccccc4)CC3)cc2[nH]c1=O	8.5	-3.8	1704	1	-23.7	1.2	7.3	-4.4	6.3	-20.5
CCN(CC)CCCNC(=O)c1cc(Sc2nnc(C)s2)nc2ccccc12	-1.0	5.5	1632	0.9	14.9	0.9	-2.6	0.5	-2.2	-0.8
Cc1n[nH]c(=O)nc1NCc1ccco1	5.6	-2.5	1563	1	-3.8	1	-0.7	1.0	-8.1	-1.2
CCOC(=O)CSc1nnnn1-c1cc(OC)ccc1OC	-4.1	-8.8	1510	1.1	4.5	1	-0.7	4.2	7.9	-13.6
CCCCC(OC(=O)c1cc2occc2n1C)C(=O)NCC1CCCO1 (stereo not drawn)	0.3	-0.8	1559	1	-2.3	1	9.0	2.8	-3.0	-5.4
N#CNC(=Nc1ccccc1F)SCc1ccc(C(=O)O)cc1	3.0	-5.9	1773	1.1	-7.8	1.1	-1.9	-3.3	4.3	-10.0
CC(C)=NOC(=O)c1ccc(-c2ccccc2)cc1	-6.1	-4.7	1392	1	/	0.2	0.4	3.0	-0.8	-6.9
O=C(O)C1CC(O)CN1S(=O)(=O)c1cccs1 (stereo not drawn)	9.0	-0.7	1577	1	8.8	0.9	4.6	-3.0	4.7	-14.5
CCOC(=O)N1CCN(C(=O)c2ccc(NC(=O)c3ccc(C)cc3)cc2)CC1	6.9	-0.7	1454	1	-6.2	1.1	1.6	-5.2	10.7	0.9
Cc1cc(C)nc(Nc2n[nH]c(C)n2)n1	4.8	-1.5	1673	1	-21.8	1.2	4.2	-6.3	3.6	-88.0
CN1CCN(S(=O)(=O)c2ccc(N(C)CC(=O)Nc3ccc(F)cc3)nc2)CC1	-4.9	/	1532	/	/	/	11.3	-0.3	2.2	/
Nc1nc(CN2CCN(Cc3ccc4c(c3)OCO4)CC2)nc(Nc2ccccc2)n1	4.0	5.4	1631	0.9	-5.1	1.1	2.3	-1.5	-1.0	10.0
CCCN1C(=O)/C(=N\OCC(=O)NC23CC4CC(CC(C4)C2)C3)c2ccccc21	6.7	1.8	1455	1	9.4	0.9	5.4	-4.2	1.1	-23.9
CCOC(=O)c1sc(NC(=O)CSc2nc(C)cc(-c3ccccc3)n2)c(C#N)c1C	0.5	-1.4	1471	1	14.6	0.9	-5.9	-2.2	-2.9	-9.5
Cc1cccnc1NC(=O)c1c(O)c2ccccc2n(C)c1=O	-6.5	-1.9	1486	1	-0.3	1	2.4	0.3	-0.3	-0.6
